TAAR1 antagonist: human TAAR1 antagonism; 1.5% of 360,000 active; Q96RJ0; CHO RD-HGA16 TAAR1, Fluo-8 calcium fluorescence, antagonist; AID 624466; inhibition, % at 3 µM;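 active = inhibition above a per-plate cutoff, the mean inhibition of test compounds on that plate plus 3 SD, cut at about 49% in these data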;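 note: 0% = DMSO plus EC80 beta-PEA response and 100% = DMSO alone without agonist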
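Assay system: CHO-derived RD-HGA16 cells stably expressing human TAAR1 plus Gα16. Timing: 140 s kinetic read after compound, 140 s after agonist. Technique: kinetic Fluo-8 calcium fluorescence measurement. Measure: % inhibition of agonist calcium response.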
CHO-K1 Ca antag: M1 antagonist counterscreen hit in parental CHO-K1 cells | ATP-induced calcium, Fluo-8 fluorescence | inhibition, % at 3 µM | 0.6% of 360,000 active;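 active = inhibition above a per-plate cutoff, the plate's mean sample inhibition plus 3 SD, cut at about 24% in these data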;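 note: 0% = DMSO plus EC80 ATP and 100% = DMSO alone without ATP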
CHO-K1 Ca ag: nonselective activator or artifact in parental CHO-K1 cells; Fluo-8 calcium fluorescence; scaled to maximal ATP response, vehicle zero; activation, % at 3 µM; 0.48% of 360,000 active; AID 602248; in the data active = activation above about 15%;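 note: untransfected CHO-K1 host cells lacking M1 receptor as counterscreen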
CHO parental Ca: counter-screen: ATP calcium response change in parental CHO cells; parental CHO-K1, ATP-induced calcium, Fluo-8 fluorescence; inhibition, % at 5.6 µM; 0.63% of 330,000 active;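 active = inhibition above that plate's mean sample inhibition plus 3 SD, cut at about 26% in these data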;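 note: 0% = ATP-challenged DMSO wells and 100% = DMSO wells without ATP; some compounds past the cut are filed as inactive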
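Assay system: parental CHO cells; Read-out basis: percent inhibition of ATP-evoked calcium rise, normalized to controls; Benchmarks: ATP and no-ATP DMSO wells; Compound dosing: single nominal dose of 5.6 µM per compound; Signal: Fluo-8 calcium dye fluorescence; Also added: ATP as calcium-mobilizing challenge; Repeats: singlicate.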
CHO-K1 Ca PAM: counter-screen for M1 PAMs: effect in parental CHO-K1 cells | ATP EC20, Fluo-8 calcium fluorescence; 0% at ATP EC20, 100% at ATP max | activation, % at 3 µM | 0.02% of 360,000 active;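 active = activation above the run cutoff, the mean activation of all test compounds plus 3 SD, cut at about 40% in these data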;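 note: peak over basal fluorescence ratio in a 140 s read after ATP addition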
M1 ag: human M1 muscarinic receptor agonism; activation, % at 3 µM; AID 588814; 0.33% of 360,000 active; CHO-K1 hM1, Fluo-8 calcium fluorescence, agonist mode; 0% DMSO, 100% acetylcholine EC100;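 active = activation above the run's mean compound activation plus 3 SD, cut at about 16% in these data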;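 note: peak over basal fluorescence ratio within a 140 s kinetic read after compound addition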
Target sequence (P11229 whole entry, looked up): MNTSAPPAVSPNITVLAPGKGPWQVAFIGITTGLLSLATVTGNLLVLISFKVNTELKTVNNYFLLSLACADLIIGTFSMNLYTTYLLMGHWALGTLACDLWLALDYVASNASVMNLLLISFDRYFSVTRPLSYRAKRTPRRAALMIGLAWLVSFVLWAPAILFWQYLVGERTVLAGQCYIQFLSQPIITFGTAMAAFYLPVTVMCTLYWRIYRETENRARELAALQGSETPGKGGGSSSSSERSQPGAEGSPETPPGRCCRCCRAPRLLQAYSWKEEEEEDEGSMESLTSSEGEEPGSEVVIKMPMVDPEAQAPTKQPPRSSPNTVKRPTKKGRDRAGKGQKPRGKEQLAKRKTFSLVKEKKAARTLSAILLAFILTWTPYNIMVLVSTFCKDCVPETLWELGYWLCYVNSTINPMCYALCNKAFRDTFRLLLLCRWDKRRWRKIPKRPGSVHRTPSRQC
OXTR potentiate: potentiates the human oxytocin receptor response | P30559 | CHO-OTR cells, Fluo-8 calcium fluorescence, potentiator mode; 0% = oxytocin EC15, 100% = EC100 | activation, % at 3 µM | 0.061% of 320,000 active;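 active = activation above that plate's cutoff, the mean activation of tested compounds plus 3 SD, cut at about 6.6% in these data, passing the limit was not always enough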;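 note: 100% uses oxytocin at 75 nM as the full agonist control; some results filed as inactive read as strong as hits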
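System: human OTR in CHO cells; Also added: sub-maximal oxytocin, roughly EC15; Timing: compound 6 min at room temperature before oxytocin, 100 s read; Technique: Fluo-8 intracellular calcium fluorescence, ex 470-495, em 515-575 nm; Controls: oxytocin EC15 low and EC100 high; Replication: singlicate.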
V1R ag counter: counter-screen for oxytocin receptor agonists: human V1a receptor agonists. P37288. CHO-V1R cells, Fluo-8 calcium fluorescence, agonist mode; 0% DMSO, 100% 3 nM vasopressin. activation, % at 3 µM. 0.25% of 320,000 active. AID 2797;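 active = activation above the mean activation of all tested compounds plus 3 SD, per screening run, cut at about 20% in these data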;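 note: signal is peak over basal fluorescence ratio across a 100 second FLIPR read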
Target sequence (P37288 whole entry, looked up): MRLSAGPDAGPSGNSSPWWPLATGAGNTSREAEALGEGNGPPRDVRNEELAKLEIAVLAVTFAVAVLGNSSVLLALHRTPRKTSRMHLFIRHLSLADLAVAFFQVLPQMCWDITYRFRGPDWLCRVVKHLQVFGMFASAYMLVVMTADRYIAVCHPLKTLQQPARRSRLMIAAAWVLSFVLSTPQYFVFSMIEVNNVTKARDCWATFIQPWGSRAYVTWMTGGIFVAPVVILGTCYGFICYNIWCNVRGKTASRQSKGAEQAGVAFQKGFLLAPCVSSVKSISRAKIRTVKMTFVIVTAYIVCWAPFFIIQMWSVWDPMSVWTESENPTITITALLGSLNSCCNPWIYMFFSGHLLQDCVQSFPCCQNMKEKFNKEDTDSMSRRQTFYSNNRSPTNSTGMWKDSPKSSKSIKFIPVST
TAAR1 ag: human TAAR1 agonism; AID 624467; 0.99% of 360,000 active; CHO RD-HGA16 TAAR1, Fluo-8 calcium fluorescence; vehicle wells 0%, saturating PEA agonist 100%; Q96RJ0; activation, % at 3 µM;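 active = activation above the mean activation of all test compounds in the run plus 3 SD, cut at about 38% in these data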
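Repeats: no replicates (n 1) | Material: CHO-derived RD-HGA16 cells with stable Gα16 and human TAAR1 | Technique: Kinetic Fluo-8 calcium fluorescence | Schedule: 17-24 h seeding, 75 min 37 °C dye, 30 min RT | Evaluation: % activation from peak over basal fluorescence ratio, DMSO-to-PEA scaled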
Starred values were filed as active, the others as inactive; / = not tested or not shown. Outcome played no part in choosing rows; any-hit rate near 3.3%.

Sample of the layout, 3 compounds:
no.	SMILES	TAAR1 antagonist	CHO-K1 Ca antag	CHO-K1 Ca ag	CHO parental Ca	CHO-K1 Ca PAM	M1 ag	OXTR potentiate	V1R ag counter	TAAR1 ag
1	Cc1ccc(C(=O)NNS(=O)(=O)c2ccc(F)cc2)cc1	-5	1	0.8	-1	22	-7	-9	0.0	0
2	Cc1cc(C(F)(F)F)c(C#N)c(=O)[nH]1	12	-10	0.5	-26	5	0	-11	-0.5	3
3	CC(C)(C)c1ccc(C(=O)OCCN2CCCCC2)cc1	-2	-14	10	-17	12	-7	-14	4.4	15

The listing, repeating the preview:
no.	SMILES	TAAR1 antagonist	CHO-K1 Ca antag	CHO-K1 Ca ag	CHO parental Ca	CHO-K1 Ca PAM	M1 ag	OXTR potentiate	V1R ag counter	TAAR1 ag
1	Cc1ccc(C(=O)NNS(=O)(=O)c2ccc(F)cc2)cc1	-5	1	0.8	-1	22	-7	-9	0.0	0
2	Cc1cc(C(F)(F)F)c(C#N)c(=O)[nH]1	12	-10	0.5	-26	5	0	-11	-0.5	3
3	CC(C)(C)c1ccc(C(=O)OCCN2CCCCC2)cc1	-2	-14	10	-17	12	-7	-14	4.4	15
4	O=C(OCc1ccc(Br)cc1)c1cccnc1	-8	14	-0.5	-6	-25	0	-3	-0.3	-1
5	CN(C)Cc1csc(Nc2ccc(C(=O)c3ccccc3)cc2)n1	6	-9	1.2	/	14	-9	/	/	3
6	COc1ccc(/C=N/N2CCOCC2)cc1Cn1nc(C)c([N+](=O)[O-])c1C	12	3	10	2	8	-7	2	-0.8	9
7	C/C(Cn1cnc([N+](=O)[O-])n1)=N\NC(=O)c1cccc(F)c1	3	3	1.1	-22	6	-3	-9	3.0	3
8	CCOc1ccccc1NC(=S)Nc1ccc2cn[nH]c2c1	-21	-1	0.5	-8	-11	-2	-5	0.1	1
9	N#Cc1c(-c2ccccc2)c(-c2ccccc2)nn(CC(=O)NNC(=O)Nc2ccccc2)c1=O	-7	-13	0.3	-5	21	-4	-10	-0.5	10
10	N#CCOc1nc(N2CCCC2)nc(N2CCCC2)n1	-3	-13	0.4	-5	-9	-3	-7	0.6	1
11	CCc1cccc(CC)c1N1C(=O)c2cc(N3CCOCC3)c([N+](=O)[O-])cc2C1=O	-20	-2	1.3	-21	23	-6	-2	-1.7	4
12	COc1ccccc1-n1cnnc1SCC(=O)N1CCN(S(=O)(=O)c2ccccc2)CC1	1	-12	0.9	1	19	-4	-17	-0.1	1
13	O=C(NNC(=O)c1cc2cc3ccccc3nc2s1)c1cccc(Cl)c1	-1	-1	0.2	-11	10	0	0	-0.1	10
14	O=C(NCC(c1cccs1)N1CCOCC1)c1cccc([N+](=O)[O-])c1 (configuration not stated)	4	-4	1.7	-9	26	-10	-12	0.1	1
15	CC(Cc1cccs1)NC(=S)Nc1ccc(Cl)cc1 (configuration not stated)	12	13	8.5	19	-5	-4	-17	7.1	13
16	CC1Sc2ccc(S(=O)(=O)N(C)Cc3ccccc3)cc2NC1=O (configuration not stated)	49*	-1	9.3	-11	-2	2	-13	7.0	7
17	COc1ccc(NC(=O)C2(c3ccc(NC(=O)c4ccc(C)cc4)cc3)CCCC2)cc1	-8	-13	0.7	-1	14	-3	-2	4.8	6
18	Cc1ccc(OCCNc2ccc(S(=O)(=O)N3CCCC3)cn2)cc1	-9	-10	1.3	/	16	-3	/	/	0
19	N#Cc1ccc(C23CC4(C2)[C@H](CN(Cc2ccc(C(F)(F)F)cc2)[C@@H]4c2ccccc2)C3c2ccc(C(F)(F)F)cc2)cc1 (some centres not stated)	2	/	/	-14	/	/	-4	-0.8	1
20	Cc1cc(C(=O)CSc2nn3c(=O)c(C(C)(C)C)nnc3s2)c(C)n1C1CC1	25	-17	0.8	-22	15	-6	-11	-1.6	3
21	CCn1c(-c2ccccc2Cl)nn(CC(=O)Nc2ccccc2OC)c1=S	-20	-4	1.1	7	16	0	-5	0.4	3
22	O=C(O)C1Cc2ccccc2CN1S(=O)(=O)c1ccc(Cl)cc1 (configuration not stated)	8	-10	-0.2	-13	25	-1	-21	0.1	5
23	CC/C(C)=C1\SC(N2CCOCC2)=NC1=O	2	-8	0.7	-10	21	-11	-2	1.0	10
24	Nc1ccccc1/C=C/c1ccccc1N	-6	-3	0.8	/	19	-2	/	/	2
25	Cc1ccnc(Nc2nc(-c3ccc(F)cc3)cs2)c1	39	15	0.4	-20	-9	-4	-15	-1.1	8
26	Cc1cc(C)cc(OCC(=O)N2Cc3ccccc3CC2C(=O)O)c1 (configuration not stated)	0	-7	0.8	-12	18	-7	-2	0.2	7
27	COc1ccc([N+](=O)[O-])cc1NC(=O)C(C)c1ccccc1 (configuration not stated)	-20	-17	0.3	-9	19	-7	2	0.1	2
28	O=C(COC(=O)Cc1c(F)cccc1Cl)NC1CCS(=O)(=O)C1 (configuration not stated)	4	19	0.6	9	-30	5	-5	-0.5	0
29	CCc1ccc(C(=O)NNC(=O)C2CC(=O)N(Cc3ccccc3)C2)cc1 (configuration not stated)	-25	3	-0.3	-10	-16	-1	0	0.8	3
30	Cc1nc(N2CCC(C)CC2)c2c(C)c(C(=O)Nc3cccc(C(F)(F)F)c3)sc2n1	-7	15	-0.5	-5	-15	-3	2	1.1	0
31	Cn1c(Sc2ccc(Cl)cc2)c(C=O)c2ccccc21	35	-5	0.7	-12	12	-3	-5	-0.6	2
32	COc1cc2c(c(OC)c1OC)-c1c(cc3c(c1O)OCO3)C[C@@H](C)[C@@H](C)C2	3	-18	0.3	-15	16	-9	8	-1.4	8
33	Cc1ccc(-c2cc3c(N=O)c4ccccc4c-3n[nH]2)cc1	-1	-11	4.5	-2	24	-4	-11	0.0	7
34	CCOC(=O)C1=C(c2ccccc2)OC(N)=C(C#N)C1c1cccnc1 (configuration not stated)	-17	-8	-0.5	-3	12	-2	-3	-0.1	-1
35	COc1ccccc1OCC(=O)Nc1cccc(-c2nnc(-c3ccco3)o2)c1	42	0	5.3	-15	-11	-5	-15	-0.8	20
36	CC(C)(C)n1ncc2c(=O)n(Cc3cccc(Cl)c3)cnc21	15	-7	1.9	-9	-2	-3	-5	1.2	19
37	Cc1ccc2c(CSc3nncn3C)cc(=O)oc2c1C	-17	-1	-0.2	3	16	-4	-7	0.9	4
38	CN(C(=O)COC(=O)C1CCN(S(=O)(=O)c2ccc(Cl)cc2)CC1)C1CCS(=O)(=O)C1 (configuration not stated)	-14	-16	1.2	-9	23	-3	5	5.7	3
39	Cc1cccc(C(C)C)c1NC(=O)c1cc2ccccc2o1	-33	-11	0.8	-7	19	-4	-6	-1.1	-2
40	COc1ccc(CCN=C(N)NS(=O)(=O)c2ccc(OC)cc2)cc1	18	-12	1.3	25	39	-6	-5	0.1	0
41	COc1cccc(-c2nc3n(n2)C(c2ccccc2Cl)C(C(N)=O)=C(C)N3)c1 (configuration not stated)	-5	1	-0.5	-14	3	-2	-8	0.1	1
42	COc1cccc(NC(=O)NC2CC(=O)N(c3ccc4c(c3)OCCO4)C2)c1 (configuration not stated)	-15	14	0.0	-8	3	-2	2	0.3	1
43	CC(=O)c1sc(NC(=O)c2ccc(F)c(F)c2)nc1C	5	-10	2.4	1	9	-1	-3	0.1	6
44	CCCCn1c(SCC(=O)Nc2cc(C)on2)nnc1-c1cccnc1	-6	-6	0.6	-16	17	-6	5	0.3	14
45	NC(=O)Nc1ccc(Oc2ncc(C(F)(F)F)cc2Cl)cc1	-5	2	-0.2	-11	-11	-8	-11	13	0
46	O=C(c1cc2cc(F)ccc2[nH]1)N1CCC(Cc2ccccc2)CC1	8	-12	1.2	-22	8	-5	-18	0.8	2
47	COc1ccc(-c2cc(-c3nnc(COC(=O)c4ccncc4)o3)c3ccccc3n2)cc1OC	46	1	3.9	0	-6	-4	-20	-0.8	10
48	O=C(NCc1ccncc1)Nc1cccc(Cl)c1	-11	-5	0.7	-18	14	-3	-7	2.1	5
49	C=CCOc1ccc(CN(C)CC(=O)Nc2ccccc2[N+](=O)[O-])cc1	-4	-4	0.5	-16	-7	-6	-4	-1.1	-1
50	CC1(C(=O)NS(=O)(=O)C2CC2)CCN(C(=O)c2cc3ccccc3s2)C1 (configuration not stated)	-23	7	-0.1	/	-2	6	/	/	3

Continuation:
no.	SMILES	TAAR1 antagonist	CHO-K1 Ca antag	CHO-K1 Ca ag	CHO parental Ca	CHO-K1 Ca PAM	M1 ag	OXTR potentiate	V1R ag counter	TAAR1 ag
51	CC(C)CCc1noc(CN2CCC(CCN3CCCC3=O)CC2)n1	-11	7	0.1	-12	-2	-7	1	1.6	0
52	CC1CCCC(C)N1S(=O)(=O)c1ccc(NC(=O)c2ccccc2C(=O)N2CCOCC2)cc1 (configuration not stated)	13	-18	3.9	-3	24	-3	-4	1.0	8
53	Cc1cc(NS(=O)(=O)c2ccc(NC(=O)C(C)Oc3ccccc3Cl)cc2)no1 (configuration not stated)	-1	-7	0.4	-16	13	-7	-3	0.5	1
54	CC(=O)c1c(COC(=O)c2cccc(C)c2)nc2ccccc2[n+]1[O-]	50*	1	2.7	-19	-1	-1	-14	4.5	8
55	Nc1nc(SCC(=O)NCC2CCCO2)n[nH]1 (configuration not stated)	5	-8	0.5	-13	1	-2	-8	1.4	14
56	COc1ccc(CC(=O)OCC(=O)Nc2ccc3c(c2)OCO3)cc1	1	-19	0.7	-21	-12	-3	-5	0.7	0
57	CC(C)CNS(=O)(=O)c1ccc(S(=O)(=O)N2CCN(C3CCCC3)CC2)cc1	0	2	0.4	-8	0	-7	-12	2.0	-1
58	Cc1cc(N2CCCC2)n2nc(C)nc2n1	-25	-11	0.5	4	18	-1	-5	-0.6	3
59	CCOC(=O)C1CCCN(C2CC(=O)N(c3cccc(C(F)(F)F)c3)C2=O)C1 (configuration not stated)	44	-3	0.3	-6	17	65*	-2	0.1	43*
60	COc1ccc(C(=O)N2CCCN(C)CC2)c(OC)c1	-19	-12	0.5	/	17	-4	/	/	0
61	COc1ccc(/C=C2/SC(=S)N(CCCC(=O)Nc3ccc(O)cc3)C2=O)cc1OC	-26	10	-0.3	-1	-31	0	-18	1.2	-2
62	CC1(C(=O)Nc2ccc3c(c2)OCCO3)CCN1C(=O)Cc1ccc(-c2ccccc2)cc1 (configuration not stated)	4	15	8.1	/	9	6	/	/	5
63	CCOC(=O)c1cc(-c2ccccc2)nn1Cc1cc(C)no1	10	-18	0.4	-17	26	-9	3	-0.1	1
64	CCC1=Nc2cc(C(=O)NCCN3CCCC3)ccc2Sc2ccccc21	-8	-9	0.2	-26	8	-5	-11	0.0	9
